Bioassay records from PubChem.
BoNT F protease: BoNT F light chain protease inhibition; inhibition, % at 10 µM; AID 588497; 360,000 tested, 0.22% active; Multiplex microsphere protease cleavage assay, flow cytometry; in the data active = inhibition above about 35%, passing the limit was not always enough; inconclusive = no clear call, values can overlap the other calls; also: plate controls were buffer without enzyme for full effect and enzyme alone for no effect
Rv3671c protease: inhibitors of M. tuberculosis serine protease Rv3671c; P9WHR9; AID 2606; 320,000 tested, 0.048% active; inhibition, % at 5.96 µM; in the data active = inhibition above about 38%;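 also: extracellular domain of Rv3671c used as enzyme; 0% = enzyme with DMSO and 100% = no enzyme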
Target sequence (P9WHR9 whole entry, looked up, the tested form may be a part): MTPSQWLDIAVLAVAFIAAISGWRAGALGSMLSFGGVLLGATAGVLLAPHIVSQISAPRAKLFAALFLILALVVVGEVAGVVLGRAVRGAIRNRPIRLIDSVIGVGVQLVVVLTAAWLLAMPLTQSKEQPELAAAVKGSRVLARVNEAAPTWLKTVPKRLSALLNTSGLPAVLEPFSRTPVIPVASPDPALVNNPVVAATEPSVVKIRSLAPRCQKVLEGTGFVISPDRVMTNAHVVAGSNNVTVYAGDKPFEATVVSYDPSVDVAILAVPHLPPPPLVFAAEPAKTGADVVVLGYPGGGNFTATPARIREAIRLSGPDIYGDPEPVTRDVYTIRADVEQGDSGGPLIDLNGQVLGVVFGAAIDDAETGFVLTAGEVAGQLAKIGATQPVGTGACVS
Mtb UGM inh: inhibitors of M. tuberculosis UDP-galactopyranose mutase | P9WIQ1 | purified UGM, fluorescence polarization probe displacement | inhibition, % at 10 µM | 320,000 tested, 0.06% active | AID 504406; in the data active = inhibition above about 10%, passing the limit was not always enough; inconclusive = no clear call, values can overlap the other calls
Mtb BioA inh: BioA (M. tuberculosis) enzyme inhibition; purified M. tuberculosis BioA enzyme, plate reader; 360,000 tested, 0.096% active; inhibition, % at 9.99 µM; in the data active = inhibition above about 40%; inconclusive = no clear call, values can overlap the other calls
FadD28 binding: inhibitors of Mycobacterium tuberculosis FadD28 bisubstrate binding; inhibition, % at 12.5 µM; AID 588549; 360,000 tested, 0.22% active; FadD28 bisubstrate probe binding, fluorescence polarization; in the data active = inhibition above about 8.5%, passing the limit was not always enough; inconclusive = no clear call, values can overlap the other calls
MazEF act: increases E. coli MazEF RNase cleavage of RNA. P0AE70. 350,000 tested, 0.32% active. AID 504720. activation, % at 20 µM. FAM/BHQ RNA-DNA oligo cleavage fluorescence, 5 h; in the data active = activation above about 50%
Target sequence (P0AE70 whole entry, looked up): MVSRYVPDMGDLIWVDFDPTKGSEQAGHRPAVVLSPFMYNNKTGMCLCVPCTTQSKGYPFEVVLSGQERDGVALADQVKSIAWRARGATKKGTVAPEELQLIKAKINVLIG
GDH-TPI inh: inhibits GDH-TPI coupling enzymes, artifact for Mtb FBA screen; GDH-TPI coupled enzyme counterscreen, NADH absorbance; inhibition, % at 4.8 µM; 360,000 tested, 1.2% active; AID 588335;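 also: 0% = DMSO wells and 100% = wells lacking the enzyme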
Mtb FBA inh: Mtb fructose-bisphosphate aldolase inhibition. P9WQA3. purified M. tuberculosis FBA, fluorescence read-out. inhibition, % at 1 µM. 360,000 tested, 2.3% active. AID 588726; in the data active = inhibition above about 27%;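 also: 0% = vehicle and 100% = reference inhibitor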
Target sequence (P9WQA3 whole entry, looked up): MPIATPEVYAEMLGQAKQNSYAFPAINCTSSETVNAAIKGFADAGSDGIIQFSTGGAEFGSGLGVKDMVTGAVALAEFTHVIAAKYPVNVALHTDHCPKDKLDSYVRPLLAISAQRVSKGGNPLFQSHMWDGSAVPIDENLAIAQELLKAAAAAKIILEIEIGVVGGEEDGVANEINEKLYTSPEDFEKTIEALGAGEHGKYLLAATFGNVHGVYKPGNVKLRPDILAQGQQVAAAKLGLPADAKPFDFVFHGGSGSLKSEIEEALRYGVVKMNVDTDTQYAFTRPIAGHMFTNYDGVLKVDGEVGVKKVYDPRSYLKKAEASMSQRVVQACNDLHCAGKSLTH
DUSP3 inh: blocks human VHR1 dual specificity phosphatase. P51452. recombinant VHR phosphatase, pNPP absorbance. inhibition, % at 13.3 µM. 290,000 tested, 0.52% active. AID 1654; in the data active = inhibition above about 50%; also: some compounds called inactive have numbers as strong as hits
Target sequence (P51452 whole entry, looked up): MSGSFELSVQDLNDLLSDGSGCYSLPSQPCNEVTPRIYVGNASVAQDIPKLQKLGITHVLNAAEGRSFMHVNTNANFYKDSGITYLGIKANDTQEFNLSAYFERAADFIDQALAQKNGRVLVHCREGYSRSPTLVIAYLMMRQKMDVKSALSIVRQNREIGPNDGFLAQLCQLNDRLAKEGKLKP
CCHFV vOTU inh: CCHFV vOTU protease inhibition; Pep-AMC fluorescence; inhibition, % at 11.5 µM; 370,000 tested, 0.55% active; also: 0% = vehicle wells with enzyme and 100% = no enzyme wells
Active calls of the source: *; u = inconclusive; x = not tested or not shown. Rule as the data show it, unless noted: active = inhibition above about 30%; inactive = the rest.

[1] COc1ccc(C(=O)NCc2nnc(SCC(=O)Nc3cccc(F)c3)o2)cc1
[2] CCCCCC(=O)Nc1cccc(C2=NOC3(C2)C[C@@H](C(N)=O)N(C(=O)Cc2ccc([N+](=O)[O-])cc2)C3)c1 (some centres not stated)
[3] Cc1cc(C(=O)CS(=O)(=O)c2ccc(Cl)cc2)cc(C)c1O
[4] Cc1ccccc1C(=O)OC(C)CN1CCN(C)CC1 (configuration not stated)
[5] COC(=O)c1ccccc1NC(=O)CSc1nnnn1C
[6] CCOC(=O)c1ccc2cccc(C)n2c1=O
[7] CCc1cccc(CC)c1NC(=O)C1CSC2(C)CCC(=O)N12 (configuration not stated)
[8] Cc1ccc(SCC(=O)NCc2ccco2)cc1

Assay by compound	1	2	3	4	5	6	7	8
BoNT F protease	-7	-10	-5	-1	-28	-1	-8	-3
Rv3671c protease	2	-10	-7	10	12	4	-1	-1
Mtb UGM inh	-3.3	2.2	-2.2	0.6	3.4	-1.0	0.7	1.1
Mtb BioA inh	x	1.9	x	-0.5	-0.5	-0.7	-0.6	-0.1
FadD28 binding	-0.4	-8.9	-2.3	0.0	0.3	-1.2	-1.5	-2.9
MazEF act	5	7	0	12	0	2	1	4
GDH-TPI inh	5	-1	12	1	4	9	-10	-5
Mtb FBA inh	0	0	-4	1	-1	3	1	0
DUSP3 inh	2	7	34	0	8	-6	x	-36
CCHFV vOTU inh	7	13	3	14	6	x	-5	6

[9] Cc1ccc(S(=O)(=O)N2CCN(c3nc4ccccc4nc3-n3nc(C)cc3C)CC2)cc1
[10] O=C(NCc1nnc(SCC(=O)N2CCN(c3ccccc3)CC2)o1)c1ccco1
[11] FC(F)(F)c1ccc(-n2cnc3ccccc32)nc1
[12] C[C@]12CCC[C@H](O1)c1c(cc3c(c1O)C(=O)c1c(O)cc(O)cc1C3=O)O2
[13] Nc1nc(C2CC(=O)OC23CCCCC3)cs1 (configuration not stated)
[14] N#CCCN(C(=O)COC(=O)C12CC3CC(CC(O)(C3)C1)C2)c1ccc(F)cc1
[15] O=C1CN(C(=O)c2ccc(Br)o2)C(c2ccccc2)c2cc(Cl)ccc2N1 (configuration not stated)
[16] Clc1ccc2oc3c(Cl)ncnc3c2c1

Assay by compound	9	10	11	12	13	14	15	16
BoNT F protease	17	9	32	4	14	-5	-8	-3
Rv3671c protease	-7	-9	5	12	-6	-3	-3	-4
Mtb UGM inh	0.3	-1.7	1.5	2.4	6.3	0.7	-0.5	-1.6
Mtb BioA inh	0.8	-1.0	-0.5	1.1	-2.6	-1.2	0.7	x
FadD28 binding	-4.0	-0.2	-1.1	2.4	1.3	-1.7	-6.0	-2.8
MazEF act	1	16	7	5	5	-2	-1	1
GDH-TPI inh	8	2	9	13	-2	5	-1	-6
Mtb FBA inh	4	4	2	2	3	-2	1	-1
DUSP3 inh	-6	35	-4	x	-5	x	-24	6
CCHFV vOTU inh	12	12	0	-2	6	9	-4	-1

[17] N#C/C(=C\c1ccc(O)c(O)c1)S(=O)(=O)c1ccccc1
[18] CCN(CC)c1nc2c(c(=O)[nH]c(=O)n2C)n1CCOc1ccccc1
[19] COc1cc(CNCCSc2nnnn2C)cc(Br)c1OCc1ccc(F)cc1
[20] O=C1NCCCC1C(=O)N1CCCCC1 (configuration not stated)
[21] Cc1cc(C)c2c(n1)nn1c(-n3ccnc3)cc(C)nc21
[22] CCOC(=O)N1CCN(S(=O)(=O)c2ccc(C(=O)N(CCN(C)C)c3nc4ccc(CC)cc4s3)cc2)CC1
[23] Cc1ccc(Nc2nc(N)nc(CN3CCN(Cc4ccccc4)CC3)n2)cc1Cl
[24] COc1ccc(-c2nn(-c3ccccc3)cc2/C=C2/SC(=S)N(Cc3ccco3)C2=O)c(C)c1

Assay by compound	17	18	19	20	21	22	23	24
BoNT F protease	-25	u	1	5	-4	x	-6	37*
Rv3671c protease	8	11	4	-5	x	-3	5	-5
Mtb UGM inh	-6.8	-2.1	0.5	2.0	x	0.0	3.3	1.8
Mtb BioA inh	9.7	-0.7	3.5	-0.1	5.7	-2.1	x	2.1
FadD28 binding	3.9	-0.5	-5.7	-3.2	0.6	-3.2	-3.6	-0.3
MazEF act	0	-1	-2	-1	1	-1	0	0
GDH-TPI inh	14	3	1	2	17	6	1	5
Mtb FBA inh	0	0	-4	1	28*	4	3	-1
DUSP3 inh	-16	12	0	20	5	24	13	25
CCHFV vOTU inh	11	-1	-1	-2	-27	3	10	-7

[25] CC1(C(=O)O)CCCN1C(=O)c1ccco1 (configuration not stated)
[26] O=C(O)c1cc(S(=O)(=O)Nc2ccc3oc(=O)sc3c2)ccc1O
[27] COC(=O)c1ccccc1S(=O)(=O)NNC(=O)C12CC3CC(CC(C3)C1)C2
[28] COc1cc2cc(CCCOC(=O)c3ccc(Br)cc3)oc(=O)c2cc1OC
[29] O=[N+]([O-])c1cccc(-c2ccc(C(=S)N3CCOCC3)o2)c1
[30] CCOC(=O)c1c(NC(=O)C[n+]2ccc(N(C)C)cc2)sc(C)c1C
[31] O=C(COC(=O)Cc1c[nH]c2ccccc12)Nc1c(Cl)cccc1C(F)(F)F
[32] CCOC(=O)N1CCC(N(C(=O)Nc2ccccc2)C(C)CC)CC1 (configuration not stated)

Assay by compound	25	26	27	28	29	30	31	32
BoNT F protease	-2	x	0	-6	2	-4	5	-3
Rv3671c protease	x	7	7	7	-4	9	4	-3
Mtb UGM inh	x	4.3	0.8	2.5	-1.1	0.9	-1.9	1.5
Mtb BioA inh	-0.4	x	x	-0.7	-0.1	-2.2	x	-0.5
FadD28 binding	-1.9	x	1.6	-3.6	-3.0	-1.7	-2.5	2.2
MazEF act	x	6	5	3	-2	5	-1	4
GDH-TPI inh	8	x	-4	-2	41*	10	4	5
Mtb FBA inh	3	x	7	-1	-5	1	1	2
DUSP3 inh	x	18	x	x	22	21	x	34
CCHFV vOTU inh	-6	1	-3	9	13	-4	-2	-2

3 structures already listed, ordered by number of heavy atoms, rising.
[25] CC1(C(=O)O)CCCN1C(=O)c1ccco1 (configuration not stated)
[29] O=[N+]([O-])c1cccc(-c2ccc(C(=S)N3CCOCC3)o2)c1
[32] CCOC(=O)N1CCC(N(C(=O)Nc2ccccc2)C(C)CC)CC1 (configuration not stated)

Assay by compound	25	29	32
BoNT F protease	-2	2	-3
Rv3671c protease	x	-4	-3
Mtb UGM inh	x	-1.1	1.5
Mtb BioA inh	-0.4	-0.1	-0.5
FadD28 binding	-1.9	-3.0	2.2
MazEF act	x	-2	4
GDH-TPI inh	8	41*	5
Mtb FBA inh	3	-5	2
DUSP3 inh	x	22	34
CCHFV vOTU inh	-6	13	-2

Next part
[33] CC(=O)OC1N=C(c2ccc(Cl)cc2)c2cc(Br)ccc2NC1=O (configuration not stated)
[34] Brc1cccc(OCCOCCn2ccnc2)c1
[35] COc1cc(NC(=O)COC(=O)CCOc2ccc(C)cc2)cc(OC)c1
[36] CC(NS(=O)(=O)c1ccc(Br)s1)c1ccccc1 (configuration not stated)
[37] COc1cc(C(=O)Nc2ccc(NC(=O)c3cccc(Cl)c3)nc2)cc(OC)c1OC
[38] CCOCCCNC(=O)C(c1ccc(C)cc1)N(Cc1cccs1)C(=O)c1ccccn1 (configuration not stated)
[39] CC1=C(C(=O)N(C)C)CC(CC(=O)NCCCCc2ccccc2)C(=O)N1CCCN1CCCC1=O (configuration not stated)
[40] CCOC(=O)c1nnn(-c2nonc2OC)c1-c1ccccc1

Assay by compound	33	34	35	36	37	38	39	40
BoNT F protease	-10	7	17	11	-1	5	-3	-3
Rv3671c protease	-10	11	-4	-1	x	-8	x	-6
Mtb UGM inh	-3.5	0.9	0.6	-2.0	x	-2.5	x	0.2
Mtb BioA inh	5.6	-0.6	-1.3	0.6	-0.5	x	2.9	1.5
FadD28 binding	-11	-0.9	-6.6	-2.6	-1.4	-2.4	-2.0	-2.1
MazEF act	-6	-2	2	-2	12	-1	8	2
GDH-TPI inh	-2	-7	-14	5	-3	2	1	-7
Mtb FBA inh	-3	-2	-4	1	0	7	-1	8
DUSP3 inh	16	37	14	13	30	16	x	-8
CCHFV vOTU inh	-9	22	12	-10	-7	-5	5	-1

An excerpt from above with just GDH-TPI inh and Rv3671c protease.
entry | smiles | GDH-TPI inh | Rv3671c protease
38 | CCOCCCNC(=O)C(c1ccc(C)cc1)N(Cc1cccs1)C(=O)c1ccccn1 (configuration not stated) | 2 | -8
39 | CC1=C(C(=O)N(C)C)CC(CC(=O)NCCCCc2ccccc2)C(=O)N1CCCN1CCCC1=O (configuration not stated) | 1 | x
35 | COc1cc(NC(=O)COC(=O)CCOc2ccc(C)cc2)cc(OC)c1 | -14 | -4
37 | COc1cc(C(=O)Nc2ccc(NC(=O)c3cccc(Cl)c3)nc2)cc(OC)c1OC | -3 | x
40 | CCOC(=O)c1nnn(-c2nonc2OC)c1-c1ccccc1 | -7 | -6
33 | CC(=O)OC1N=C(c2ccc(Cl)cc2)c2cc(Br)ccc2NC1=O (configuration not stated) | -2 | -10

(next part)
[41] COc1ccc(CN2CCN(C(=O)c3ccc(S(=O)(=O)NCc4ccco4)cc3)CC2)cc1F
[42] CCN1CCCC1CNC(=O)c1ccc(N2CCOCC2)c(NS(=O)(=O)c2ccc(OC)cc2)c1 (configuration not stated)
[43] Cc1onc(-c2c(F)cccc2Cl)c1C(=O)NC(=S)NC1CCSC1=O (configuration not stated)
[44] COc1cnn(Cc2ccccc2)c(=O)c1SCc1ccccc1
[45] CC(=O)N1CCN(C(=O)c2cc(S(=O)(=O)NCc3ccccc3)ccc2C)CC1
[46] O=C(NC(=S)NC(CO)c1ccccc1)c1ccc(F)cc1 (configuration not stated)
[47] Cc1cc(C=O)c(C)n1-c1ccc(N2CCCC2)c([N+](=O)[O-])c1
[48] CC1(C)C2CCC1(CS(=O)(=O)NCc1ccc(Cl)cc1Cl)C(=O)C2 (configuration not stated)

Assay by compound	41	42	43	44	45	46	47	48
BoNT F protease	5	-5	-2	-9	1	17	-2	5
Rv3671c protease	x	0	1	2	2	16	2	-4
Mtb UGM inh	x	-0.2	-3.1	-2.1	1.8	-1.9	-0.8	-4.2
Mtb BioA inh	x	x	-1.1	x	-0.8	-0.3	1.7	-1.3
FadD28 binding	-2.8	-2.0	-1.7	-1.8	-3.9	x	-0.9	-2.9
MazEF act	0	7	-1	-2	5	2	2	-14
GDH-TPI inh	-10	-3	-5	4	-2	1	-4	-5
Mtb FBA inh	0	2	-1	2	-4	4	0	-1
DUSP3 inh	x	18	-4	-1	6	20	7	-17
CCHFV vOTU inh	2	-4	4	7	1	3	-2	10

[49] COc1ccc(NC(=O)C(=O)c2cn(CC(=O)N3CCCC3)c3ccccc23)c(OC)c1
[50] CCN(CC)CCn1c2c(c(SCC(=O)Nc3nc4ccccc4s3)nc1=O)CCC2
[51] CC(C)Oc1ccc(CNCCC2(C(C)C)CCOC(C)(C)C2)cc1 (configuration not stated)
[52] CNC(=O)c1c(NC(=O)c2ccc(S(=O)(=O)N3CCCCC3C)cc2)sc2c1CCN(C)C2 (configuration not stated)
[53] COc1ccc(C(=O)n2nc(-c3ccco3)nc2N)cc1
[54] CC1CCCCN1C(=O)CSc1nc(N)cc(=O)[nH]1 (configuration not stated)
[55] COC(=O)Cn1c(CN2CCN(c3ccccc3F)CC2)nc2c1c(=O)n(C)c(=O)n2C
[56] COc1ccc(OCCN2C(=O)c3ccccc3C2=O)cc1
[57] COc1ccc(C2CC(=O)Oc3cc4c(cc32)OCO4)cc1 (configuration not stated)

Assay by compound	49	50	51	52	53	54	55	56	57
BoNT F protease	-10	4	-17	16	13	-5	-5	4	0
Rv3671c protease	7	-1	3	5	18	-2	x	-2	x
Mtb UGM inh	-2.4	-3.1	1.4	1.6	1.0	-1.0	x	1.3	x
Mtb BioA inh	-2.4	-0.5	-0.2	-6.9	-0.6	4.3	-2.3	-1.0	1.8
FadD28 binding	0.2	-5.9	0.1	-6.8	-4.3	-0.6	-2.2	-2.9	-1.2
MazEF act	12	7	-2	-8	0	0	5	3	-3
GDH-TPI inh	5	2	-2	29	-7	11	-4	-4	-3
Mtb FBA inh	2	0	5	-5	1	2	-1	-1	-2
DUSP3 inh	14	x	27	40	-4	10	x	12	x
CCHFV vOTU inh	-2	-9	1	-2	0	11	8	-1	-9
